# Bioassay records as filed in PubChem BioAssay.
# SDO1 yeast rescue = growth rescue of sdo1-depleted yeast, primary screen, S. cerevisiae, bone marrow failure model | S. cerevisiae sdo1-depleted JHY4D growth rescue, OD600 30 h; stronger effect = higher value; pdr5 snq2 efflux-pump mutant strain | z-score at 10 µM | actives 0.21% (n = 140,000) | AID 817, 2007;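 active = z-score above 3 at both the 24 hr and the 30 hr optical density reads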;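 also: z-score against mean and SD of all compound wells on the same plate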
# Insulin prom inh = inhibitors of insulin promoter-driven GFP, primary screen, imaging, TRM-6 cells (human fetal islet line), eGFP reporter, cell count. reporter expression induced with tamoxifen. inhibition, % at 2 µM. actives 0.9% (n = 130,000). AID 1273, 2008;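 active = inhibition above the mean plus 3 SD, with well images judged a real hit on visual review, cut at about 60% in these data, passing the limit was not always enough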
# SDO1 yeast rescue Rescue 24 h = also measured in SDO1 yeast rescue; calls as there; z-score; S. cerevisiae sdo1-depleted JHY4D growth rescue, OD600; measured here: growth rescue at 24 h;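 0 is the plate mean of compound wells and units are plate SD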
# An asterisk follows results filed as active; i = inactive; / = not tested or not shown.
SMILES,SDO1 yeast rescue,SDO1 yeast rescue Rescue 24 h,Insulin prom inh
O=C1CC(c2cc(Br)ccc2F)c2cc3c(cc2N1)CCC3 (stereo unspecified),-1.26,-1.65,26.7
O=C1CCCc2c1cc(C(=O)NCc1ccco1)c(=O)n2-c1ccccc1,-0.15,-1.15,/
COC(=O)c1ccccc1NC(=O)c1noc2c1CC(C(C)(C)C)CC2 (stereo unspecified),-0.66,-0.39,10.4
c1nc(NCCN2CCOCC2)c2c3c(sc2n1)CCCCC3,-0.33,-0.45,18.2
c1ccc2c(c1)oc1c(Nc3ccc4c(c3)OCO4)ncnc12,-1.58,-0.93,15.2
C=CCn1c(SCC(N)=O)nnc1-c1cccc(Br)c1,0.18,-0.74,/
CC(C)Cn1c(-c2ccc(F)cc2)n[nH]c1=S,-0.66,-0.94,-13.2
O=S(=O)(NCC1CCCO1)c1ccc(Oc2ccccc2)cc1 (stereo unspecified),-0.81,-0.02,-4.5
COc1ccc(Br)cc1CN1CCCC(C(=O)N2CCCCCC2)C1 (stereo unspecified),0.8,0.5,-68.8
C/C(=N\NC(=O)CN(c1ccc(C)cc1)S(C)(=O)=O)c1cccs1,0.52,0.12,0.0
O=C(CCc1nc2ccccc2c(=O)[nH]1)N1CCN(c2ccc(F)cc2)CC1,/,/,0.0
COc1ccccc1N=c1scc(-c2ccc3c(c2)NC(=O)CO3)n1CC1CCCO1 (stereo unspecified),-0.22,-0.42,35.5
O=C(COc1c(F)c(F)cc(F)c1F)NC(=O)NC1CCCC1,0.45,0.58,/
O=C(CN1CCCc2ccccc21)NCCc1ccc(F)cc1,/,/,-12.5
O=C(NCc1cccnc1)c1cc2ccccc2oc1=O,0.14,0.03,-29.0
COc1ccc(CCNC(=O)c2cc(CC(C)C)on2)cc1OC,-1.53,-1.19,/
Cc1ccc2[nH]cc(C(=O)CN3CCN(c4ccccc4F)CC3)c2c1,-1.05,-0.71,-17.6
CCc1ccc(NC(=O)N(Cc2ccco2)C(C)c2cccs2)cc1 (stereo unspecified),-0.75,-0.23,14.3
CN(C=O)CP(=O)(O)CCN1CCCC1=O,/,/,-10.5
O=C(CN1CCN(c2ccc(O)cc2)CC1)Nc1cc(S(=O)(=O)N2CCOCC2)ccc1Cl,-0.25,-0.4,-11.1
COc1ccc(CCNC(=O)COC(=O)c2ccco2)cc1OC,0.16,-0.24,/
O=C(N/N=C/c1ccc(Sc2ccccn2)o1)c1cc2ccccc2cc1O,0.92,0.66,16.7
c1cn2cc(CSC3CCCCC3)nc2s1,-0.8,-0.74,-10.5
CCC(c1nnnn1Cc1ccc(F)cc1)N1CCN(C2CCCCC2)CC1 (stereo unspecified),0.3,-0.35,21.4
Cc1ccc(-c2nc(C#N)c(NCc3ccco3)o2)cc1,-0.72,-0.15,-46.9
CCn1ncc(NC(=O)Nc2cccc(C(F)(F)F)c2)c1C(N)=O,0.44,0.32,15.8
O=C(CN1CCCCCC1)N/N=C/c1ccc(Cl)c(Cl)c1,1.97,0.41,33.3
S=C(NCc1ccc2c(c1)OCO2)NCc1ccc2c(c1)OCO2,-0.71,-0.59,-13.3
O=C1c2ccccc2C(=O)C1c1ccc2ccccc2n1,-0.8,0.07,-25.0
Cc1ccc(NC(=O)C(=S)NCc2ccco2)cc1,-0.5,0.72,13.3

# Sorted by value in Insulin prom inh (descending): 6 of the compounds above.
SMILES,SDO1 yeast rescue,SDO1 yeast rescue Rescue 24 h,Insulin prom inh
O=C(N/N=C/c1ccc(Sc2ccccn2)o1)c1cc2ccccc2cc1O,0.92,0.66,16.7
O=C(CN1CCN(c2ccc(O)cc2)CC1)Nc1cc(S(=O)(=O)N2CCOCC2)ccc1Cl,-0.25,-0.4,-11.1
S=C(NCc1ccc2c(c1)OCO2)NCc1ccc2c(c1)OCO2,-0.71,-0.59,-13.3
Cc1ccc2[nH]cc(C(=O)CN3CCN(c4ccccc4F)CC3)c2c1,-1.05,-0.71,-17.6
O=C1c2ccccc2C(=O)C1c1ccc2ccccc2n1,-0.8,0.07,-25.0
Cc1ccc(-c2nc(C#N)c(NCc3ccco3)o2)cc1,-0.72,-0.15,-46.9

# Other records follow:
SMILES,SDO1 yeast rescue,SDO1 yeast rescue Rescue 24 h,Insulin prom inh
CN(C)CCNC(=O)/C=N/O,0.19,-0.55,/
COc1cccc(C2C3=C(N=c4s/c(=C\c5ccccc5O)c(=O)n42)c2ccccc2CC3)c1OC (stereo unspecified),/,/,35.0
CC(C)(C)c1cc(NC(=O)COc2ccc(Br)cc2)n(-c2ccccc2)n1,-0.53,-0.34,/
CC(NCc1cc(Br)ccc1OCC(=O)NCc1ccccc1)c1ccccc1 (stereo unspecified),/,/,-28.6
Cc1nc(-c2cn[nH]c2-c2ccc(O)cc2O)cs1,1.34,1.09,28.6
Cc1csc(NC(=O)c2sc3nc(-c4cccs4)ccc3c2N)n1,-2.03,-1.51,-22.7
Cc1ccccc1C(=O)N1CCN(c2ccc([N+](=O)[O-])c(N3CCOCC3)c2)CC1,-1.11,-1.39,29.0
O=C(CN(Cc1ccc(F)cc1)C(=O)c1ccco1)NCc1ccc(F)cc1,0.69,0.31,-24.7
Cc1cc(C)c(S(=O)(=O)Nc2ccc(O)cc2)c(C)c1,-0.09,-0.08,-73.3
COc1cc(CNc2nnnn2C)ccc1OCc1ccc(F)cc1Cl,/,/,-9.1
COc1cccc2cc(C(=O)NCCc3c[nH]c4ccccc34)c(=O)oc12,/,/,50.0
CCc1ccc(/C=N\NC(=O)c2ccc(Br)o2)s1,-0.26,0.6,-40.0
O=C(Nc1cccnc1)C1OCCc2ccccc21 (stereo unspecified),-0.18,-1.31,56.2
O=C(OCc1ccccc1)N1CCOCCN(C(=O)OCc2ccccc2)CCOCC1,/,/,-128.6
COc1ccccc1N1CCN(C(=O)c2cn(-c3ccccc3)nc2-c2cccnc2)CC1,0.66,0.13,/
COCCN(C(=O)CCC(=O)Nc1nccs1)C(C(=O)NC(C)(C)C)c1ccc(Cl)cc1 (stereo unspecified),/,/,-23.1
CCCCCSc1nc(O)cc(=O)[nH]1,-0.55,-1.24,50.0
Cc1ccsc1C(=O)Nc1cc(C(C)(C)C)nn1-c1ccccc1,-1.65,-1.36,-40.5
Nc1c(C(=O)Nc2ccc(Cl)c(Cl)c2)sc2nc(-c3cccnc3)ccc12,0.59,0.3,-25.9
Cc1cccc(Cn2cnc3c(NS(C)(=O)=O)c(C)c(C)cc32)c1,-0.7,-0.48,/
COc1cccc(-n2c(SCC(=O)NC(C)(C)C)nnc2-c2ccoc2C)c1,-0.2,0.13,/
CCCCOc1cc(C)nc(NCc2ccccc2)n1,-1.06,-0.83,/
NC(=O)COC(=O)c1cccc(S(=O)(=O)N2CCCCC2)c1,/,/,-11.1
C/C(N)=C(/C#N)C(=O)COC(=O)C1CCC(C(C)(C)C)CC1 (stereo unspecified),-0.97,0.24,-58.1
COc1ccc(/C=C/C(=O)Nc2ccc(-n3nncc3-c3ccccc3)cc2)cc1OC,-0.41,-0.82,/
O=C(CN1CCCCCCC1)Nc1cccc(Cl)c1Cl,/,/,-40.5
CSc1nnc(NC(=O)c2ccc(C)c(S(=O)(=O)N3CCOCC3)c2)s1,0.6,3.24,51.6
COC(=O)c1ccc2c(c1)N(C)C(=O)CS2,1.44,1.35,i
CCCn1nnnc1NC(=O)c1ccc2ccccc2c1,1.74,2.39,/
Cc1[nH]c(=O)[nH]c(=O)c1S(=O)(=O)NCCc1ccc(S(N)(=O)=O)cc1,1.49,1.09,-18.8

# Two entries from above, with values under each structure:
# Every second line gives: SDO1 yeast rescue, SDO1 yeast rescue Rescue 24 h, Insulin prom inh
Cc1ccccc1C(=O)N1CCN(c2ccc([N+](=O)[O-])c(N3CCOCC3)c2)CC1
 : -1.11, -1.39, 29.0
O=C(CN(Cc1ccc(F)cc1)C(=O)c1ccco1)NCc1ccc(F)cc1
 : 0.69, 0.31, -24.7

# Reprinted at random: 3 compounds from above
SMILES,SDO1 yeast rescue,SDO1 yeast rescue Rescue 24 h,Insulin prom inh
COc1ccc(/C=C/C(=O)Nc2ccc(-n3nncc3-c3ccccc3)cc2)cc1OC,-0.41,-0.82,/
CCCCCSc1nc(O)cc(=O)[nH]1,-0.55,-1.24,50.0
Cc1cccc(Cn2cnc3c(NS(C)(=O)=O)c(C)c(C)cc32)c1,-0.7,-0.48,/

# Next results:
SMILES,SDO1 yeast rescue,SDO1 yeast rescue Rescue 24 h,Insulin prom inh
COc1ccc(C(C#N)N2N=C(c3ccccc3)CC2c2ccccc2)cc1OC (stereo unspecified),-0.85,-1.09,22.4
CCOC(=O)c1cc2[nH]c3ccccc3c2[n+](-c2ccc([N+](=O)[O-])cc2)c1N,1.35,2.3,6.2
CC(C)c1nnc(SCC(=O)Nc2ccc3c(c2)OCO3)n1C,1.7,1.44,-337.5
O=C(Cn1cnc2ccccc2c1=O)c1ccc2ccccc2c1,-2.03,-1.31,48.3
Cc1cc(C)cc(OCC(=O)OCC(=O)NCc2ccco2)c1,1.06,1.52,21.7
COc1ccc(CN2CC(C(=O)NCc3ccccn3)CC2=O)cc1 (stereo unspecified),0.87,1.21,-41.4
CC1CC(C)CN(C(=O)c2ccncc2)C1 (stereo unspecified),0.7,0.57,16.7
COc1ccc(N=C/C=C2\C=C(c3ccccc3)OC(C)(C)O2)cc1,-0.46,-0.36,-62.2
CCC(C)N1C(=O)CCC1C(=O)N1CCN(c2ccccc2F)CC1 (stereo unspecified),0.13,-0.46,11.4
COc1ccc(N2C(=O)CSC2c2ccc3c(c2)OCO3)c(OC)c1 (stereo unspecified),0.81,1.03,-25.9
O=C(Oc1cccc2c(=O)[nH]ccc12)c1ccccc1,0,-0.08,/
COc1cc(/C=N/N=C2/C(=O)Nc3ccccc32)cc(OC)c1O,-1.05,-1.11,-23.1
COc1ccccc1CNC(=O)COC(=O)/C=C/c1cccs1,-1.21,0.34,13.5
CCOC(=O)C(C)(C)N(Cc1cccc(C)c1)S(=O)(=O)c1ccc(Cl)c([N+](=O)[O-])c1,-0.8,-1.04,/
Cc1ccc(NC(=O)c2cccs2)cc1,0.06,-0.34,46.7
CCOC(=O)c1ccccc1-n1c(C)cc(C2N=C(N)Nc3nc4ccccc4n32)c1C (stereo unspecified),-0.89,-1.11,0.0
Fc1ccc(C2CC(c3ccco3)n3ncnc3N2)cc1 (stereo unspecified),0.82,0.3,/
CCN1CCN(c2nc(-c3ccccc3)nc3ccccc23)CC1,1,0.46,24.2
COc1ccc(CNc2nc3nc4c(c(=O)n3[nH]2)CCC4)cc1,1.09,0.89,-8.6
CCn1cc(C2C(C(=O)Nc3ccc(Br)cn3)=C(C)NC3=C2C(=O)CCC3)c(C)n1 (stereo unspecified),-0.01,-0.58,35.7
CCCCn1c(=O)c(CC(C)=O)nc2ccccc21,-0.72,-1.05,15.4
C=CCOc1c(OC)cc(/C=N/Nc2cccc(C(=O)O)c2)c(Br)c1Br,-2.23,-1.78,-28.1
COc1ccccc1/C=C/C=N/n1c(-c2cc(C)[nH]n2)n[nH]c1=S,2.47,3.6,/
COc1ccccc1NS(=O)(=O)c1cc(NC(=O)c2cccs2)ccc1N1CCCC1,-0.88,-0.24,20.6
COc1ccc(NC(=O)Cn2c(=O)sc3ccccc32)c(OC)c1,-0.25,0.24,/
CC(=O)c1cnc(N(C)C)s1,-0.39,-0.42,31.2
CCOC(=O)c1[nH]cnc1C(=O)Nc1ccccc1,/,/,-18.5
CC1C/C(=C/c2cccs2)C(=O)/C(=C/c2cccs2)C1 (stereo unspecified),0.28,0.71,-17.2
CC(=O)CC(C)(C)S(=O)(=O)c1ccc(NC(C)=O)cc1,0.19,0.12,-247.6
CCOC(=O)c1cc2c(ccn2C)n1Cc1ccc(Cl)cc1,/,/,36.8
COCC(=O)c1[nH]c2ccccc2c1C,0.28,0.34,-31.0
O=C(O)CCCCCNC(=O)CCn1nnc2ccccc2c1=O,-0.04,-0.78,69.2
O=C(Nc1cccc(Oc2c(F)c(F)c(F)c(F)c2F)c1)N1C[C@@H]2C[C@@H](C1)c1cccc(=O)n1C2,0.8,-0.09,/
Cc1cccc(Nc2nnc(SCC(=O)NC3CCCc4ccccc43)s2)c1 (stereo unspecified),-0.19,0.44,-53.3
COCCn1c(=S)[nH]c2cc(C(=O)NCC3CCCO3)ccc2c1=O (stereo unspecified),-0.2,-0.33,/
COc1ccc(Cn2c(C)c(C)c(C#N)c2NC(=O)Nc2ccccc2)cc1,-0.86,-0.45,-7.0
CC(=O)c1cnn(-c2cc(Oc3ccccc3C)ncn2)c1C,0.72,0.19,15.5
CN1CCN(c2ccc(NC(=O)c3ccc4c(c3)OCO4)cc2)CC1,1.74,2.71,/
CCc1c(C)nc(SCCOc2ccc(OC)cc2)[nH]c1=O,-0.3,0.36,/
Cn1c(=O)c2c(nc(NCCO)n2C)n(C)c1=O,1.55,-0.08,-180.0
Cc1oc(-c2ccccc2F)nc1CS(=O)(=O)CC(=O)N1CCN(Cc2ccccc2)CC1,-0.34,0.2,/
COC(=O)c1sc2ccccc2c1-n1cccc1C(=O)C(=O)Nc1ccc(OC)cc1,-1.28,-0.46,-12.2
CCOC(=O)c1c(C)[nH]c(C(=O)OCC(=O)NC2CCS(=O)(=O)C2)c1C (stereo unspecified),-0.36,-0.97,0.0
O=C(NCc1ccc2c(c1)OCO2)c1cc2ncc(Br)cn2n1,-0.11,0.53,/
CCOC(=O)c1[nH]c(C)c(CN(CCc2ccccc2)C(=O)CCC(=O)O)c1C,0.19,-0.44,9.1
Cc1nn(CCC(=O)NNC(=S)Nc2ccc(F)cc2)c(C)c1[N+](=O)[O-],-0.01,-0.16,-230.2
CCN(CC)S(=O)(=O)c1ccc(C(=O)NCC(c2cccs2)N2CCOCC2)cc1 (stereo unspecified),0.89,-0.63,36.0
Cc1ccc(-c2cc(C(=O)N/N=C\c3cnn(C)c3C)c3ccccc3n2)cc1C,-0.45,-0.27,-29.7
CCN(CC)C(=O)C1CCCN(Cc2ccccc2C(F)(F)F)C1 (stereo unspecified),0.05,-0.26,0.0

# This is a subset. The share of hits here may be higher or lower than overall.
